TrxR1 substrate – rat thioredoxin reductase 1 substrate activity; O89049; purified TrxR1 substrate turnover, NADPH consumption readout; Potency, µM (titrated, usually from 114 µM), for inactives: top-dose activity change, negative = substrate turnover; actives 0.01% (n = 390,000); AID 588456; also: potency is read from the fitted curve at half-maximal effect; % is scaled to controls: 0 for no effect and ±100 for the full control effect; nearly all actives have a fitted effect of over 50% in size
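Rat TrxR1, dispensed at 90 nM, was prereduced with 400 uM NADPH (final) for 5 min at ~22 deg C, then incubated with compound 15 min before 400 uM selenite. A first-read NADPH fluorescence drop versus no-compound background flagged substrates.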
Vif-APOBEC3G blk – blocks the Vif interaction with human APOBEC3G | actives 0.076% (n = 410,000) | Q9HC16 | Potency, µM (series often up to 46.1 µM), without a hit: top-dose activity, negative = active, usual class: inhibitors | HeLa A3G-eYFP + Vif (tagged APOBEC3G with the HIV-1 protein that degrades it), YFP fluorescence, overnight;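 also: potency is read from the fitted curve at half-maximal effect; % is scaled to controls: 0 for no effect and ±100 for the full control effect; nearly all actives have a fitted effect of over 60% in size; hits raise eYFP signal because A3G escapes Vif-driven loss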
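Read-out is eYFP fluorescence (Ex 488/Em 500-530) from Vif-expressing HeLa A3G-eYFP cells; more signal means A3G escaped Vif-mediated degradation. Cells plated overnight, compound pinned in, incubated overnight at 37 deg C.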
PI4K2A inh – PI4K2A (human) kinase inhibition | purified PI4K2A, ADP-Glo luminescence, 1 h; active compounds read low | activity change, negative = inhibition, % at 76.9 µM | AID 1346378 | Q9BTU6 | actives 0.13% (n = 420,000); in the data active = activity change below about -50%; inconclusive = mostly about -30% to -49%;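 also: -100% = wells without enzyme as full effect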
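ADP-Glo luminescence measured ADP generated by PI4K2A enzyme (4 ug/mL before mixing) with 1.2 mM PI substrate (pre-mix) and 300 microM ATP (pre-mix). Tris pH7.5 buffer with MgCl2, Triton X-100; 1 h reaction at ambient temperature.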
Vif-A3F inh – inhibitors of Vif-A3F interaction; Potency, µM (highest dose often 46.1 µM), for inactives: at the highest dose activity, negative = active; HeLa A3F-eYFP + Vif (tagged APOBEC3F with the HIV-1 protein that degrades it), YFP fluorescence increase; actives 0.2% (n = 390,000); AID 602313; also: potency is read from the fitted curve at half-maximal effect; % of control where 0% means no effect; nearly all actives have a fitted effect of over 65% in size
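HeLa cells stably expressing Vif plus C-terminally eYFP-tagged A3F were seeded, incubated overnight at 37 deg C, dosed with compound, incubated overnight again at 37 deg C. Yellow fluorescence (Ex 488/Em 500-530) reported blocked Vif-mediated A3F-eYFP degradation.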
LDHA block – blocks human lactate dehydrogenase A. P00338. purified LDHA, NADH/diaphorase-resazurin fluorescence; active compounds read low. activity change, % (values are at about 110 or 230 µM). actives 0.15% (n = 480,000). AID 1347041; in the data active = activity change below about -30%; inconclusive = mostly about -25% to -30%;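 also: plate controls were DMSO wells for no effect and wells without enzyme for full effect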
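LDH5 2 nM; NADH 0.06 mM, pyruvate 0.2 mM; 200 mM Tris pH 7.4, EDTA, Tween-20; 5 min RT. Detection: diaphorase 0.133 mg/mL + resazurin 37 µM, fluorescence ex540/em590 at 0 and 20 min; normalized to enzyme-free and DMSO wells.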
RXFP1 ag – activates the human relaxin receptor RXFP1 | actives 0.3% (n = 370,000) | Potency, µM (highest dose often 57.5 µM), for inactives: top-dose activation, most hits filed as activators | HEK293T-RXFP1 cAMP TR-FRET, 30 min; response scale: percent of porcine relaxin response, buffer zero | Q9HBX9; also: potency is read from the fitted curve at half-maximal effect; % is scaled to controls: 0 for no effect and ±100 for the full control effect; nearly all actives have a fitted effect of over 60% in size; many of its hits are not listed in these tables
Target sequence (Q9HBX9 whole entry, looked up): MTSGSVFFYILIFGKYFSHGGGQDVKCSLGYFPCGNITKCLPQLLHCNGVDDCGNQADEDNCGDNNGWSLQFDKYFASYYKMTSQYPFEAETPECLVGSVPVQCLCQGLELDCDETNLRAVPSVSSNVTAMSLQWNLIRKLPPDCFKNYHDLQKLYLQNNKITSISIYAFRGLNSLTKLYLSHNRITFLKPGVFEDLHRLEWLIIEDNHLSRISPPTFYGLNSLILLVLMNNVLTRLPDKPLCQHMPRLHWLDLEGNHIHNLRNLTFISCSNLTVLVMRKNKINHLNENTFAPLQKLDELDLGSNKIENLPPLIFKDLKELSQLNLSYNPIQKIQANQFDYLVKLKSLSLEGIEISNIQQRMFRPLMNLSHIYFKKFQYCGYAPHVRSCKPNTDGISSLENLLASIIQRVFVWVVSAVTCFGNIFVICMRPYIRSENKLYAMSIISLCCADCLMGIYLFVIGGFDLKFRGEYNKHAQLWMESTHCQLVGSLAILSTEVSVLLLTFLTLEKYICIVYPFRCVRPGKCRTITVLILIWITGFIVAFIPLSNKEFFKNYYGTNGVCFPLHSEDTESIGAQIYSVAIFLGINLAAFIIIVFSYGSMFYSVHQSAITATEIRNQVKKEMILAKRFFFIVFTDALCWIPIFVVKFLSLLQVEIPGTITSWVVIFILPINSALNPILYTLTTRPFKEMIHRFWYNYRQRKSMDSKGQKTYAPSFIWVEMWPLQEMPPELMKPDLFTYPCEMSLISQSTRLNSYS
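cAMP rise read by TR-FRET after 30 min, 37C compound exposure (up to 58 uM) in RXFP1-transfected HEK293 cells with Ro 20174 present. EC50 from Hill-equation fits, with 29 nM porcine relaxin as 100% and buffer as basal.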
USP1-UAF1 inh – USP1/UAF1 (human) deubiquitinase inhibition. actives 0.23% (n = 390,000). O94782. AID 743255. recombinant USP1/UAF1, Ub-Rhodamine cleavage fluorescence. Potency, µM (top dose mostly 57.1 µM), without a hit: at the highest dose activity change, negative = inhibition, most hits filed as inhibitors; also: potency is read from the fitted curve at half-maximal effect; % is scaled to controls: 0 for no effect and ±100 for the full control effect; nearly all actives have a fitted effect of over 60% in size; inactives centre near -12
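Step one: compound is pinned into 1nM USP1/UAF1 in HEPES pH 7.8 buffer with TCEP. Step two: 15 min room-temperature incubation. Step three: Ub-Rho (150nM final) starts cleavage, tracked by fluorescence over six one-minute reads.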
mIDH1 inhibitor – human IDH1 R132H inhibition; O75874; AID 602179; Potency, µM (titrated, usually from 76.6 µM), inactives show at the top dose activity change, negative = inhibition, actives largely listed as inhibitors; actives 0.093% (n = 390,000); IDH1-R132H enzyme, NADPH consumption, diaphorase/resazurin fluorescence; also: potency is read from the fitted curve at half-maximal effect; % is scaled to controls: 0 for no effect and ±100 for the full control effect; nearly all actives have a fitted effect of over 65% in size
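IDH1-R132H (0.5 ug/mL dispensed) in pH 7.5 Tris buffer was preincubated 30 min with compound, then given a substrate mix of 0.016 mM NADPH and 2 mM alpha-KG for 80 min at room temperature; remaining NADPH was read by diaphorase/resazurin fluorescence.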
Glioma ERSR ind – induces the endoplasmic reticulum stress response in human glioma cells. U87-MG GRP78 promoter luciferase reporter, 16 h. Potency, µM, inactives show at the top dose activation, usual class: activators. actives 0.02% (n = 420,000); also: potency is read from the fitted curve at half-maximal effect; series mostly up to about 76 µM; % of control where 0% means no effect; nearly all actives have a fitted effect of over 35% in size
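Stably transfected U87-MG glioma cells carrying a GRP78-based luciferase sensor; 16 h compound incubation. Luminescence end-point read 10 min after Bright-Glo addition at room temperature.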
An asterisk follows results filed as active; ? = inconclusive; nt = no result given; & = joins results of further samples; [ ] = dose if it differs, or a comment. Unless noted, calls follow the shape of the dose curve; as a rule, active = well fitted curve in the direction sought with a large enough effect; inconclusive = small, poorly fitted or top-dose-only effect, or another doubt; inactive = no such curve, though single readings can be large; an effect the other way counts as inactive or inconclusive.

SMILES	TrxR1 substrate	Vif-APOBEC3G blk	PI4K2A inh	Vif-A3F inh	LDHA block	RXFP1 ag	USP1-UAF1 inh	mIDH1 inhibitor	Glioma ERSR ind
Cc1nc2cc(C(=O)OCC(=O)NC34CC5CC(CC(C5)C3)C4)ccc2n1-c1ccccc1	14%[57.1 µM]	6%	0	?	-4	2.7%	-22%	-3%	-2%
S=C(Nc1ccc(Cl)cc1Cl)N1CCCCC1	1%	0%	-4	5%	-5	-0.6%	4%	0%	2%
COC(=O)[C@H](Cc1ccccc1)NC(=O)NCCc1ccc(OC)cc1	-18%[57.1 µM]	2%	-9	?	6	1.2%	-12%	9%	-2%
CCOc1cccc(-c2nn(-c3ccccc3)cc2/C=C(/C#N)C(=O)NCCCn2ccnc2)c1	-19%[57.1 µM]	-3%	-4	?	1	2.0%	-17%	2%	-13%
COc1cc(C(=O)Nc2ccc(Nc3ccccc3)cc2)cc(OC)c1OC	-3%	-11%	-2	5%	0	0.0%	-18%	8%	-6%
CCc1nc2c(OCc3ccc(C(=O)N(C)C)cc3)cccn2c1N(C)C(=O)Nc1ccccc1OC	nt	-5%	-2	nt	2	nt	nt	nt	-3%
O=C(Cn1c(=O)oc2cc(S(=O)(=O)N3CCCC3)ccc21)Nc1ccc(C(F)(F)F)cc1	13%[57.1 µM]	1%	-2	-6%	-5	-2.9%	-13%	8%	-7%
CCSc1nnc(NC(=O)NC(C)(C(F)(F)F)C(F)(F)F)s1	3%	-6%	-4	1%	-3	1.0%	-23%	-1%	-1%
COc1ccccc1CC(=O)N1CCC(n2nccc2NC(=O)C2CCOC2)CC1 (stereo not drawn)	-8%	3%	1	-5%	-5	-4.2%	2%	-5%	-3%
O=C1CN(C(=O)/C=C/c2cccc(Cl)c2)c2ccccc2N1	3%[57.1 µM]	-6%	-3	-8%	-8	2.8%	-6%	-3%	-8%
COc1ccc(-c2nc3ccccc3o2)cc1NC(=O)COc1ccc(C)cc1	21%	0%	nt	nt	-1&-6	nt	nt	nt	-2%
COc1ccc(NC(=S)NNc2ccc(C(=O)O)cc2)cc1	3%	4%	-1	-1%	23	-1.3%	-23%	1%	6%
NNC(=O)CC(=O)NC1(Cc2ccc(O)cc2)CCCCC1	0%[57.1 µM]	1%	2	-8%	-4	0.8%	-20%	6%	-3%
Cc1ccc(-c2nnn(CC(=O)N(CC3CCCO3)C(C(=O)NC3CCCC3)c3ccc(F)cc3)n2)o1 (stereo not drawn)	-2%	0%	4	-25%	-5	0.0%	-11%	-1%	-4%
CCOc1ccc(CN(C)C(=O)CNC(=O)c2ccccc2)cc1	-6%[57.1 µM]	2%	-3	-5%	-2	-0.3%	-19%	-16%	-3%
C=CC[C@@H](CC(=O)NCCO)C(=O)NCCOC(=O)[C@@H](CC=C)Cc1ccc(F)cc1	-5%	1%	-4	5%	1	nt	-3%	-5%	-1%
Cc1ccc(NS(=O)(=O)c2ccc3c(c2)CC(=O)N3)cc1F	-5%	0%	-1	1%	-2	0.1%	-17%	5%	-3%
CCOCCCN(C(=O)Cn1nnc(-c2ccc(C)o2)n1)C(C(=O)NCC1CCCO1)c1ccc(F)cc1 (stereo not drawn)	4%	-3%	-4	19%	-4	0.0%	-23%	10%	-3%
Cc1ccc(C23OCCN2CCn2nc4ccccc4c23)cc1 (stereo not drawn)	11%	1%	-4	2%	0	0.8%	-18%	5%	-3%
COc1ccc(C2N(C(=O)CN3CCOCC3)CCN2S(=O)(=O)c2ccccc2)cc1 (stereo not drawn)	6%[57.1 µM]	0%	-4	0%	-9	2.2%	-5%	3%	-2%
NC(N)=NCc1cccc(I)c1	5%[57.1 µM]	3%	-4&1	-2%	-7	-0.4%	-19%	9%	-4%&-5%&-5%
C=C1CCN(C(CC(C)C)C(=O)OC)S(=O)(=O)c2ccccc21 (stereo not drawn)	-15%&5%	-1%&1%	-8	2%	1	1.5%	-32%	20%	-3%&-6%
CCCOc1c(Br)cc(C(=O)OCC(=O)NC(=O)c2cccn2C)cc1OC	1%	3%	-5	-5%	0	5.3%	-1%	0%	-4%
CCn1c(CSc2nc(C)cc(C)n2)nnc1SCC(=O)Nc1nc(-c2ccccc2)cs1	-8%	3%	4	1%	-13	-2.6%	-12%	-5%	-1%
COCCNC(=O)c1cc2c(-c3ccc(Cl)cc3)nn(C)c2s1	58%[activator]	1%	-8	-12%	-3	1.2%	-5%	-6%	0%
CCc1cc(C(=O)OC)c(N2C(=O)C3C4C=CC(C4)C3C2=O)s1 (stereo not drawn)	11%	0%	4	-1%	-4	-0.4%	-17%	2%	-5%
COc1ccc(-c2nnc(NC(=O)CSc3ccc(Cl)cc3)s2)cc1OC	-2%	-1%	3	8%	-2	2.7%	-6%	-1%	-10%
N=C1/C(=C\c2ccc(OC(=O)c3ccc(F)cc3)cc2)C(=O)N=C2SC(N3CCOCC3)=NN12	-2%	2%	-1	7%	-1	0.3%	-11%	-8%	-2%
COc1cc(OC)cc(-c2nc(-c3ccc4c(c3)[nH]c(=O)n4C)no2)c1	4%[57.1 µM]	-6%	4	2%	2	3.9%	-16%	-6%	-1%
O=C(CCSc1ccccc1)NCCSc1ccccn1	-4%	-1%	5	-2%	-7	1.3%	-6%	9%	4%
Cc1ccc(OCCNC(=O)c2cccc(C)c2)cc1	3%	0%	-2	0%	-17	-0.5%	-24%	0%	0%
CC12CCC(C(=O)N3CCCCCC3)(OC1=O)C2(C)C (stereo not drawn)	4%[57.1 µM]	-1%	3	-6%	2	-0.1%	-19%	8%	2%
CC(=O)N1CCc2cc(S(=O)(=O)NC(CC(C)C)C(=O)NCCc3ccccc3)ccc21 (stereo not drawn)	1%	-7%	0	-3%	-4	2.3%	-10%	-5%	-4%
O=C1CN(C(=O)COC(=O)c2cnc(Cl)c(Cl)c2)c2ccccc2N1	6%[0.0914 µM]	-4%	-3	2%	-7	0.8%	-22%	-8%	0%
CC(C)(C)c1ccc(-c2noc(CNC(=O)c3ccco3)n2)cc1	-3%	3%	7	2%	1	3.7%	-31%	13%	2%
O=C(Cc1cccc2ccccc12)NN=Cc1ccc2c(c1)CCC2	nt	-10%	-2	-24%	-1	nt	-16%	8%	-3%
Cc1cccc(NC(=S)NCc2ccc3c(c2)cc(C)n3C)c1C	-4%[57.1 µM]	0%	-4	-29%	-2	1.2%	-5%	-1%	3%
Cc1ccc(C)c(Nc2cc(C)nc(-c3ccccc3O)n2)c1	1%	?	4	?	-2	0.5%	?	0%	-3%
CC(OC(=O)/C=C/c1cccs1)C(=O)Nc1ccc(C(N)=O)cc1 (stereo not drawn)	1%	?	-8	-2%	1	1.8%	-17%	4%	-2%
Cc1ccc(C)c(OCCC(=O)OCC(=O)NC(=O)NC2CCCCC2)c1	-4%[2.29 µM]	-7%	4	-14%	0	nt	-21%	3%	-2%
CCOC(=O)c1c(C)n(C)c2ccc(OC)c(NS(=O)(=O)c3ccc(Cl)s3)c12	0%	0%	2	-2%	2	2.3%	-24%	9%	-1%
CC(NC(=O)COC(=O)c1cc(=O)c2ccccc2o1)c1ccccc1 (stereo not drawn)	6%[57.1 µM]	1%	0	-2%	-8&0	nt	-1%	0%	-3%
COC(=O)NCC(c1cccnc1)N1CCN(c2ccc(F)cc2)CC1 (stereo not drawn)	7%[11.4 µM]	-4%	-8	4%	0	-0.1%	-3%	-15%	-4%
O=C(OCc1nnc(-c2ccccc2)o1)C1=COCCO1	-5%	0%	0	-25%	-4	0.8%	4%	2%	2%
O=C(CSc1nnc(-c2ccc(Cl)cc2)n1-c1ccc(Cl)cc1)N/N=C/c1ccccc1C(=O)O	2%	0%	1	-3%	-2	4.1%	-23%	-4%	-5%
COc1ccc(-c2cc(C(=O)OCC(=O)NC3CC3)c3ccccc3n2)cc1OC	13%[57.1 µM]	-3%	-1	7%	-2	nt	?	0%	2%
CCc1ccc(NC(=O)c2cnc3n(c2=O)CCS3)cc1	9%	2%	2	2%	-2	-0.1%	1%	10%	-1%
CC(=O)Nc1ccc(S(=O)(=O)N(CC(=O)O)Cc2ccccc2)cc1	-1%	-7%	-12	-2%	-4	3.2%	3%	2%	-11%
O=C(O)CCSc1nnc(COc2cccc3ccccc23)n1-c1cccc(Cl)c1	5%	3%	-9	?	-5	2.4%	-15%	11%	2%
Cn1nc(C(=O)NCCc2ccc3c(c2)OCCO3)c2ccccc2c1=O	-6%	6%	-3	-6%	-3	1.2%	-19%	2%	-2%
Cc1nc(CSc2nsc(/C=C/N(C)C)c2C#N)cs1	8%[57.1 µM]	?	0	?	2	2.4%	?	-2%	0%
CC(C)(C)c1ccc(S(=O)(=O)N2CCNC(=O)C2)cc1	7%	2%	7	-12%	-2	nt	-11%	-6%	1%

Compound activity deposited in PubChem by National Center for Advancing Translational Sciences (NCATS).

Only part of the results is shown; rates above refer to the full screens.
